# Screening data as filed in PubChem.
# SENP8 block-1: SENP8 (human) protease inhibition. 360,000 tested, 0.64% active. recombinant SENP8, Nedd8 substrate fluorescence. Q96LD8. AID 602440. inhibition, % at 20 µM; in the data active means inhibition mostly above about 40%, no sharp cut-off; inactive means mostly below about 27%
# Target sequence (Q96LD8 whole entry, looked up): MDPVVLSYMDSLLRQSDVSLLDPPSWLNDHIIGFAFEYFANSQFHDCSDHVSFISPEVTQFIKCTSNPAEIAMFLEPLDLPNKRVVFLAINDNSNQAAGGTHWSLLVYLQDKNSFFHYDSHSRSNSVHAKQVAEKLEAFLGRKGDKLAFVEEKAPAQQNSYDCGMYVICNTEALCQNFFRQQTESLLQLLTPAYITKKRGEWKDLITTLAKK
# SENP1 FRET inh: inhibitors of human SENP1 SUMO protease catalytic domain; Q9P0U3; recombinant SENP1 catalytic domain, CyPet-SUMO1-YPet FRET cleavage; inhibition, % at 10 µM; 360,000 tested, 0.21% active; AID 624204;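 active means inhibition at least 30% at 10 µM, raw YFP signal under a set limit, fluorescence ratio 0.5 to 1.5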;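 further: 0% = enzyme with DMSO and 100% = no enzyme wells; some results filed as inactive read as strong as hits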
# Target sequence (Q9P0U3 419-644 limits assumed): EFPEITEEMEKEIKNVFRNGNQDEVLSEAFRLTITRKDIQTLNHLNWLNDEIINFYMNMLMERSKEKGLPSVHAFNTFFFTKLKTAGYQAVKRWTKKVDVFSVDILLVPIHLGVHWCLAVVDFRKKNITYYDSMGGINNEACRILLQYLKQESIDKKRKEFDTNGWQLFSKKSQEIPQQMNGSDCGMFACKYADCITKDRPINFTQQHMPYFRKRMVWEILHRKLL
#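 Test system: hSENP1 catalytic domain, recombinant; Amount: 20 pM final SENP1 enzyme; Medium: Tris pH 8 buffer plus EDTA, NaCl, BME, BSA, NP40, catalase; Schedule: 50 min enzyme reaction, room temperature, light-protected; Technique: FRET fluorescence in CFP and YFP emission channels; Controls: no-enzyme wells low, DMSO-plus-enzyme wells high control.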
# PfGluPho inh: PfG6PD (Plasmodium falciparum) enzyme inhibition; PfGluPho enzyme, NADPH resazurin-diaphorase fluorescence; inhibition, % at 20 µM; 350,000 tested, 0.78% active;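 active means inhibition reaching at least a set limit at 20 µM in the primary screen, cut at about 59% in these data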;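 further: 0% = DMSO wells with substrate and 100% = DMSO wells lacking glucose-6-phosphate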
# SENP8 block-2: SENP8 protease inhibition; inhibition, % at 10 µM; Q96LD8; 330,000 tested, 1.2% active; purified SENP8, Z-RLRGG-aminoluciferin cleavage, luminescence; AID 2540; in the data active means inhibition above about 50%
# HKDC1 inhibitor: inhibitors of human hexokinase HKDC1. recombinant HKDC1, G6PDH/diaphorase resazurin coupled fluorescence. inhibition, % at 20 µM. AID 493160. 340,000 tested, 0.16% active;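 active means inhibition above about 35% when tested at 20 µM, limit read from the data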;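 further: plate controls were DMSO wells with enzyme for no effect and DMSO wells lacking enzyme for full effect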
#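 Test system: HK5 enzyme. Quantity: 5 µg/mL HK5 final. Reagent: glucose and ATP substrates. Schedule: 90 min reaction incubation at room temperature, dark. Technique: resazurin-to-resorufin fluorescence via G6PDH and diaphorase coupling, 525/613 nm. Control set: DMSO wells with and without enzyme mix.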
# Apaf-1 inh: human Apaf-1 inhibition. O14727. reconstituted apoptosome caspase-3 activity, DEVD-Rh110 fluorescence. inhibition, % at 20 µM. 330,000 tested, 0.71% active. AID 489030; active means inhibition of at least 40% at 20 µM;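 further: plate controls were DMSO wells for no effect and DEVD-CHO caspase inhibitor wells for full effect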
#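 Material: reconstituted apoptosome with Apaf-1, cytochrome c, caspase-9, procaspase-3, dATP / Buffer or medium: pH 7.5 Hepes buffer with CHAPS, BSA, DTT / Also added: cytochrome c with DEVD-Rh110 / Schedule: compound with Apaf-1, dATP, procaspase-3 30 min, then 50 min reaction, room temperature / Technique: rhodamine 110 fluorescence at Ex 480/Em 540 nm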
# SENP7 block: inhibitors of human SENP7 protease. recombinant SENP7, Z-RLRGG-aminoluciferin luminescence, 40 min. inhibition, % at 5 µM. 330,000 tested, 1.5% active. AID 434973;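 active means inhibition above about 50% at the single test dose, limit read from the data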;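 further: plate controls were DMSO with enzyme for no effect and no enzyme buffer wells for full effect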
# SENP6 inh: SENP6 protease inhibition | 330,000 tested, 1.8% active | inhibition, % at 10 µM | Recombinant SENP6 catalytic domain, aminoluciferin luminescence;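 active means inhibition above about 50% at the single tested dose, limit read from the data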;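 further: plate controls were DMSO wells with enzyme for no effect and DMSO wells lacking enzyme for full effect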
# Target sequence (Q9GZR1 628-1112 limits assumed): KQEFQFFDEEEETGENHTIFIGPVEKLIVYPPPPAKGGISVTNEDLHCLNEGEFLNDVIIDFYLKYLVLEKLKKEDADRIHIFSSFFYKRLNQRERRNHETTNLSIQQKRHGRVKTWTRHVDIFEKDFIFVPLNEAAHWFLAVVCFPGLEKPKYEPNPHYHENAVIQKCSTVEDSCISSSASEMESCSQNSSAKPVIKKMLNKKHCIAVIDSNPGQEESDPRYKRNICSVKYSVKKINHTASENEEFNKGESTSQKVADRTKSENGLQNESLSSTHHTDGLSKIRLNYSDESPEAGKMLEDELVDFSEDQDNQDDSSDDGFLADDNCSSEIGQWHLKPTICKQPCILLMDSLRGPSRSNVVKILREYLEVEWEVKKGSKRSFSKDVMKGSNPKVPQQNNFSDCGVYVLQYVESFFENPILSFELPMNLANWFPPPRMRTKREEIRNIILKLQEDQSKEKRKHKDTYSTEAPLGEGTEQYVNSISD
# * marks the source's active call; other numbers are inactive results; nt = no result given.
SMILES,SENP8 block-1,SENP1 FRET inh,PfGluPho inh,SENP8 block-2,HKDC1 inhibitor,Apaf-1 inh,SENP7 block,SENP6 inh
N#Cc1ccc(C(=O)Nc2ccc([N+](=O)[O-])cc2)c(F)c1,20,2,-2,-5,-5,-7,-6,-11
Cc1ccc(S(=O)(=O)N2CCN(Cc3nc4sc5c(c4c(=O)[nH]3)CCCC5)CC2)cc1,-24,2,2,-17,-3,21,0,-11
O=c1c([N+](=O)[O-])c(NCCN2CCCCCC2)c2ccccc2n1-c1ccccc1,-18,-8,12,5,14,5,0,-1
COc1cc(OC)cc(C(=O)NCc2ccc3c(c2)cc(C)n3C)c1,-41,-24,-11,5,6,15,2,-6
CC1CCc2cc(F)ccc2N1S(=O)(=O)c1ccc(F)cc1 (configuration not stated),20,3,29,0,-2,-2,-3,-13
COC(CNc1ccc([N+](=O)[O-])c(NCC(OC)OC)c1C#N)OC,20,-1,4,1,1,-2,2,3
CN(Cc1ccccc1)S(=O)(=O)c1ccc2c(c1)n(C)c(=O)c(=O)n2C,-74,2,-3,2,-2,-9,7,-8
CCOC(=O)C1CCCCN1S(=O)(=O)c1cc2c(cc1C)NC(=O)CO2 (configuration not stated),12,0,1,-2,-1,-3,1,-11
COc1ccc(NC(=O)CN(C)C(=O)c2cc3c(s2)CCC(C)C3)cc1 (configuration not stated),9,-13,0,0,7,25,2,-16
Cc1ccc(N(CC(O)CN2CCOCC2)S(=O)(=O)c2ccc([N+](=O)[O-])cc2)cc1 (configuration not stated),11,2,-10,-5,-7,13,-5,-22
COc1cc2nc(NC(=O)c3ccccc3)sc(=O)c2cc1OC,-2,0,6,-7,18,6,-7,-6
O=C(OCc1nc(-c2ccccc2)oc1COC(=O)c1ccco1)c1ccco1,-5,-1,21,2,-5,0,-5,6
Cc1ccc(-n2nnnc2SCC(=O)Nc2ncc(Cc3ccccc3Cl)s2)cc1,12,0,-17,0,1,-6,-1,-4
O=C(Cn1ccc2ccccc2c1=O)NCCC(=O)Nc1ccc(F)cc1F,-26,0,5,4,-5,-6,-4,-1
Cn1c(N)c(C(=O)COC(=O)c2ccccc2C(F)(F)F)c(=O)n(C)c1=O,1,2,16,0,-5,8,12,-13
CCCCCSc1nc(C)c(CC(=O)O)c(=O)[nH]1,12,-1,-8,3,6,-9,2,9
Cc1ccc(S(=O)(=O)N2CCCC2C(=O)NC2CCCCC2)cc1 (configuration not stated),30,1,-8,-8,-4,4,2,4
COc1ccc(NC(=O)NNC(=O)c2ccc3ccccc3c2O)cc1OC,-450,-4,-19,5,11,12,1,-9
CCCCNc1nc(-c2ccccc2)c(C(=O)OCC)cc1C#N,-429,-1,4,-2,7,6,-3,-6
CCCN(C(=O)CSc1nnc2ccccn12)C1CCS(=O)(=O)C1 (configuration not stated),-40,-1,-3,-1,0,-2,2,-10

# Some of these compounds in order of their number in HKDC1 inhibitor, lowest first:
Molecule | SENP1 FRET inh | PfGluPho inh | HKDC1 inhibitor | SENP7 block | SENP6 inh
N#Cc1ccc(C(=O)Nc2ccc([N+](=O)[O-])cc2)c(F)c1 | 2 | -2 | -5 | -6 | -11
Cc1ccc(S(=O)(=O)N2CCCC2C(=O)NC2CCCCC2)cc1 (configuration not stated) | 1 | -8 | -4 | 2 | 4
CN(Cc1ccccc1)S(=O)(=O)c1ccc2c(c1)n(C)c(=O)c(=O)n2C | 2 | -3 | -2 | 7 | -8
COc1ccc(NC(=O)CN(C)C(=O)c2cc3c(s2)CCC(C)C3)cc1 (configuration not stated) | -13 | 0 | 7 | 2 | -16

# New compounds follow
SMILES,SENP8 block-1,SENP1 FRET inh,PfGluPho inh,SENP8 block-2,HKDC1 inhibitor,Apaf-1 inh,SENP7 block,SENP6 inh
Cc1ccc(CN(c2ccc(C(=O)Nc3ccc4c(c3)OCO4)cc2)S(C)(=O)=O)cc1,6,4,2,-7,-2,13,6,0
O=C(NCc1n[nH]c(=S)n1Cc1ccccc1)c1ccccc1,6,-1,25,3,-7,1,5,-6
Cc1ccc(CSCCNC(=O)c2ccc(Cl)c(S(=O)(=O)N3CCOCC3)c2)cc1,5,-4,14,4,3,13,3,2
CC(C)c1csc2nc3n(c(=O)c12)CCCCC3,8,-2,-16,-3,-3,-5,-4,0
COc1ccc(NC(=O)Cn2nnc(C(=O)NCc3ccc(C)cc3)c2N)cc1Cl,9,-1,2,-1,-3,-12,5,-6
COc1ccc(NC(=S)NC(=NS(=O)(=O)c2ccc(Cl)cc2)c2ccccc2)cc1,11,0,14,-6,4,4,1,9
CC(=O)c1cccc(NC(=O)c2ccc(OC3CSC3)cc2)c1,7,1,0,5,-7,-6,40,-13
CCOC(=O)C(Cc1ccccc1)C(=O)Nc1cccc2ccccc12 (configuration not stated),10,0,13,-17,-11,11,-5,-29
NS(=O)(=O)c1ccc(CCNC(=O)CN2CCCCC2)cc1,2,-1,9,-4,-4,3,-2,-4
Cc1ccc(-n2c(Cn3cnc4ccccc43)nnc2SCC(=O)O)cc1,-3,1,0,-6,2,0,10,-8
CCOc1cc(C(=S)N2CCOCC2)cc(Br)c1OS(=O)(=O)c1ccccc1,42*,1,18,6,10,8,-6,-8
Cc1ccc(Sc2c([N+](=O)[O-])c(C)nn2C)cc1,15,2,-10,2,-4,-19,-3,5
O=C(c1c(F)cccc1F)N1CCC(O)(c2cccnc2)CC1,25,2,3,-5,-3,-2,3,0
CCCCN1C(=O)C(O)(CC(=O)c2ccccn2)c2ccccc21 (configuration not stated),11,4,-10,0,-2,-9,3,1
Cc1cc(C)c(CN2CCN(C(=O)Cn3ccc(N)nc3=O)CC2)c(C)c1,14,1,-22,-13,-6,17,-13,-14
CC(Oc1cc(F)ccc1[N+](=O)[O-])C(=O)Nc1ccc(S(=O)(=O)N2CCCC2)cc1 (configuration not stated),26,2,-3,-3,2,-2,5,3
Cc1ccc2nc(CSc3nc(C)ccc3C#N)[nH]c2c1,-306,-22,53,20,-12,-8,6,45
Fc1ccccc1Cc1nnc2n1N=C(c1ccc(Cl)cc1)CS2,7,2,-4,-6,-5,-1,-5,-3
CCc1cc2c(-c3ccccc3)cc(=O)oc2cc1OC(C)C(C)=O (configuration not stated),-185,1,-2,-5,-5,21,-5,-5
CCCc1cc(C(N)=O)c(NC(=O)c2ccoc2C)s1,-85,-11,44,-1,-4,-6,1,-10
Cc1ccc(S(=O)(=O)/N=C(/Nc2ccc(O)c(C(=O)O)c2)c2ccccc2)cc1,6,2,-10,1,-1,-7,-9,-15
Cc1cccc(-n2ncc3c(N4CCc5ccccc54)ncnc32)c1,nt,nt,nt,-9,nt,0,13,-22
CCOC(=O)Nc1nc(-c2ccccc2)c(C(=O)c2ccc(Cl)cc2)s1,26,-14,-31,4,4,10,5,-16
Cc1cc(CNC(=O)COc2ccc(C#N)cc2)c2ccccc2n1,6,-1,2,6,-6,-9,1,-2
N#Cc1cccc(NC(=O)CNc2cccc(S(=O)(=O)N3CCCC3)c2)c1,0,3,3,-3,5,5,2,-11
O=C(CSc1nnc(-c2cccs2)o1)OCc1ccccc1,5,-1,8,-14,-3,-1,-8,-10
CCCCC(=O)Nc1ccc(C(=O)N(CC)c2ccccc2C)cc1,15,0,-8,-1,12,-1,-3,-13
CC(C)Cn1c(N)c(C(=O)CSc2ncnc3sc4c(c23)CCCC4)c(=O)n(C)c1=O,5,-4,14,-3,-4,15,6,8
Cc1ccc(SCc2nc(N)nc(Nc3ccccc3C)n2)c(C)c1,15,0,26,-6,-6,15,4,5
Cc1ccccc1OCCn1cc(/C(N)=N/O)c2ccccc21,13,3,21,1,-7,-4,8,-1
O=C(CNC(=O)c1ccc(Cl)cc1)NNC(=O)c1ccc(Br)cc1,9,1,8,-21,4,11,-1,2
CCOc1ccc(C(C)NC(=O)Cc2ccccc2F)cc1OCC (configuration not stated),8,0,-15,8,-6,-9,6,14
Cc1ccc(NC(=O)CSCc2ccco2)cc1,-3,0,-5,-11,-6,5,-9,-9
CCCCCOC(=O)Nc1ccc(S(=O)(=O)Nn2cnnc2)cc1,6,1,-23,1,5,-7,-1,14
Cc1ccccc1-c1cc(C(=O)NCC2CC2)n(CC2CC(c3cccnc3)=NO2)n1 (configuration not stated),7,1,2,-3,-2,1,-6,-4
COc1cccc(CNC(=O)Cn2c(=O)oc3cc(S(=O)(=O)N4CCCCC4)ccc32)c1,18,0,-3,-4,-1,-1,9,4
CCCNC(=O)C1(O)c2cc(Br)ccc2NC(=O)N1c1ccc(Cl)cc1 (configuration not stated),21,1,4,-1,-1,9,2,-2
CCOC(=O)N1CCC2(CC1)C(C#N)=C(N)OC1=C2C(=O)CCC1,14,-11,-6,-5,-4,-3,-5,-7
Cc1ccccc1OCCn1c(=O)oc2ccccc21,20,-2,-17,-9,-10,2,-13,-34
Cc1ccc(NC(=O)/C=C/c2ccc([N+](=O)[O-])s2)c(C)c1,9,-27,-5,nt,10,nt,nt,nt
COc1cccc2c(N/N=C/c3ccccc3)cc(C)nc12,-267,1,-4,-5,-4,11,7,-6
CC(C(=O)N1CCOCC1)N1C(=O)c2cccc3cccc(c23)C1=O (configuration not stated),-54,-3,6,0,8,-1,5,1
CC(=O)c1c(C)nc(-c2ccc(OCC(=O)Nc3ccccc3)cc2)n1O,-4,0,10,-6,4,-3,4,5
CCC(=O)Nc1cccc(C2=NOC3(C2)C[C@@H](C(N)=O)N(C(=O)c2ccccc2C(=O)c2ccccc2)C3)c1 (some centres not stated),-4,-1,-10,11,4,3,-7,-2
CCNC(=O)CC1C(=O)N(c2ccccc2)C(=O)N1CCOC (configuration not stated),14,1,-9,-1,-3,-3,-1,4
O=C1C(O)=CC(=C(c2ccccc2)c2ccccc2)c2ccccc21,23,0,117*,nt,78*,nt,nt,nt
COc1cc(C(=O)Nc2cc(-c3ccccc3)[nH]n2)cc(OC)c1OC,11,0,4,-3,10,-5,1,8
CCCCn1c(=N)n(CC(=O)c2ccc(Br)s2)c2ccccc21,6,-10,24,-4,-3,21,5,-5
COc1cc(C(=O)Nc2nnc(C)s2)cc(OC)c1OC,9,-2,-2,4,0,-4,-4,-2
Cc1cc(=O)n2nc(N3CCCC(C(=O)NCc4ccco4)C3)sc2n1 (configuration not stated),6,1,16,-3,1,-2,4,-23
CCOC(=O)CNC(=O)CSc1nc(-c2cccc(C)c2)ns1,16,-2,38,-5,-2,-27,-4,-1
COC(=O)c1c(N2C(=O)Nc3ccccc3N2O)sc2c1CCCC2,-62,0,-45,0,-2,-5,5,-10
O=C(CCCCCn1c(=O)[nH]c2ccccc2c1=O)NCCCN1CCN(c2ccccc2F)CC1,6,1,-6,-3,-3,7,2,-5
Cc1ccc(C(=O)Nc2cc(Cl)ccc2Oc2ccccc2)cc1[N+](=O)[O-],8,1,16,5,-3,-6,0,-5
COCCCNC(=O)/C(C#N)=C/c1c(N2CCN(c3cccc(Cl)c3)CC2)nc2c(C)cccn2c1=O,-302,-58,12,-4,-4,27,-7,9
COc1cc(OC)c(-c2nnc3n(CCc4ccccc4)c(=O)c4ccccc4n23)cc1OC,nt,nt,nt,5,nt,12,-1,-7
O=C(CC1C(=O)NCCN1Cc1cccc(Oc2ccccc2)c1)NCCn1cccn1 (configuration not stated),-4,-2,-7,0,-2,-8,18,8
